aSyn UTR inh – MLPCN primary screen, SNCA 5' untranslated region; alpha-synuclein 5'UTR reporter, inhibitor activity; inhibition, % (tested at 7.5 µM); actives 0.82% (n = 300,000); AID 1813; in the data active means inhibition above about 60%;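 further: H4 neuroglioblastoma cells stably carrying SNCA 5'UTR luciferase fusion; 0% = DMSO wells and 100% = positive control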
KLF5 inhibitor – suppresses KLF5 promoter-driven expression | inhibition, % at 5 µM | DLD-1 KLF5 promoter-luciferase reporter, luminescence | AID 1700 | actives 0.23% (n = 290,000);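 active means inhibition above a per-plate limit of that plate's mean compound inhibition plus 3 SD, cut at about 60% in these data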;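 further: 0% = DMSO wells and 100% = LY294002 at 200 µM; higher means less KLF5 promoter-driven luciferase light; inactives centre near -14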
HIF act – HIF pathway transcriptional activation. U2OS HRE-luciferase reporter, luminescence; normalized: DMSO 0%, desferrioxamine 100%. activation, % at 7.5 µM (by protocol). actives 0.32% (n = 300,000). AID 1910;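 active means mean activation of at least 10% of the iron chelator positive control signal, with at least half of replicates also reaching 10%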
SKKanGAS inh – blocks kanamycin growth of S. pyogenes SKKanGAS strain; BacTiter-Glo, 6 h; inhibition, % at 7.5 µM; actives 1.3% (n = 300,000); AID 1662;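 active means mean replicate score, as percent of positive control median, at least 50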;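 further: strain carries kanamycin resistance gene driven by streptokinase promoter and grows in 40 µg/ml kanamycin; loss of luminescence reflects streptokinase promoter inhibition or plain growth inhibition; 0% = median of DMSO wells and 100% = positive control at its reference dose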
HSF-1 act – increases HSF-1 driven luciferase reporter signal; activation, % at 9 µM; actives 1.7% (n = 300,000); NIH3T3-HGL HSF-1 luciferase reporter, MG132, 8 h; 100% = twice DMSO control signal;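 active means mean replicate activation of at least 50% with a set share of replicates each reaching 50%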;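 further: 0% = median of the neutral control wells and 100% = twice that signal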
AI-2 QS mod – modulates the Vibrio harveyi AI-2 quorum sensing system | activity change, % at 7.5 µM | actives 0.4% (n = 300,000) | Vibrio harveyi JMH597 AI-2 luminescence/OD600 ratio, 9 h; hits give low values; strain lacks LuxN and CqsS sensors; 0 = neutral-control median | AID 2094; in the data active means activity change below about -75%, passing the limit was not always enough;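 further: luminescence divided by OD600 gain over 9 h not by final OD600 alone; inactives centre near 13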
IEC-6 tox – IEC-6 cytotoxicity, counter-screen for KLF5 inhibitors. luminescence viability. inhibition, % at 5 µM. actives 0.78% (n = 290,000). AID 1825; in the data active means inhibition above about 22%;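 further: 0% = plate median of test compound wells and 100% = cytotoxic reference compound wells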
HSF1 inhib – HSF1 inhibition; NIH3T3-HGL HSE-luciferase, MG132-induced, luminescence 8 h; hits give low values; activity change, negative = inhibition, % at 7.5 µM (by protocol); actives 0.77% (n = 300,000); AID 2098;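 active means more than half of replicate wells show activity change below -50%, luminescence cut by over half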;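 further: luciferase reports HSF-1 transcriptional activity via heat shock element; 0% = median of DMSO wells and -100% = zero luminescence signal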
Platelet DG rel – modulates dense granule release in human platelets; human platelet-rich plasma, SFLLRN dense granule ATP release, luminescence; actives 0.22% (n = 300,000); inhibition, %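 (compounds screened at 7.5 µM in platelet-rich plasma)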; AID 1663;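 active means mean replicate score, as percent of positive control, at or above 50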
HSP90 refold inh – blocks HSP90-mediated luciferase refolding in reticulocyte lysate. inhibition, % at 5.6 µM. actives 0.91% (n = 290,000). Rabbit reticulocyte lysate, luciferase refolding luminescence, 3 h. AID 1789;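 active means inhibition above the screen-wide mean plus 3 SD, computed separately per campaign, cut at about 16% in these data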;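 further: 0% = DMSO wells and 100% = 60 µM geldanamycin wells; inhibitors lower the luminescence because luciferase stays unfolded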
* hit, by the source's call; . = no result given.

SMILES	aSyn UTR inh	KLF5 inhibitor	HIF act	SKKanGAS inh	HSF-1 act	AI-2 QS mod	IEC-6 tox	HSF1 inhib	Platelet DG rel	HSP90 refold inh
CCOc1ccccc1N1CCN(S(=O)(=O)c2cc(C)ccc2OC)CC1	6	0	-0.4	-6	15	16	-2	-2	0	-1
COC(=O)CCC(=O)N1CN2CN(C(=O)CCC(=O)OC)CC([N+](=O)[O-])(C2)C1	-4	-9	-0.2	-7	-21	-8	-6	-6	-3	-3
CC(=O)N(/C=C1\SC(=S)N(c2ccccc2)C1=O)c1ccccc1	-52	-18	1.1	3	9	9	-3	3	22	0
CC1CCc2c(sc(N)c2C(N)=O)C1 (centres undefined)	-32	-21	-0.1	0	8	24	-1	0	1	5
CCOc1ccc(-n2c(SCC(=O)Nc3cc(OC)c([N+](=O)[O-])cc3C)nc3ccccc32)cc1	8	-8	-0.4	1	0	13	8	-1	4	1
CN1/C(=C\P(=O)(N(C)C)N(C)C)C(C)(C)c2ccccc21	18	-32	-0.4	-2	-1	11	-5	-4	23	1
CCCCNC(=O)Nc1cc(C(F)(F)F)c[nH]c1=O	-34	-10	0.0	1	2	-10	2	-2	4	-4
COCCN(CCOC)Cc1c(O)ccc2c1O/C(=C\c1ccc(C)o1)C2=O	-9	-20	-3.1	4	-2	35	-4	1	8	-1
COC(=O)COc1cccc(NC(=O)c2ccc(Cl)cc2)c1	-11	5	-0.1	-11	6	-8	-3	1	-3	-5
COc1ccc(-c2nnc(SCC(=O)NCc3cccs3)n2CC(C)C)cc1	9	-8	-0.2	-5	1	16	3	2	2	1
CCC(=O)Nc1nnc(SCc2ccccc2F)s1	.	-21	.	.	.	8	2	.	.	5
Cc1ccc(CNC(=O)CCS(=O)(=O)c2ccc3nc(C)sc3c2)cc1	8	-28	0.0	-6	-4	-10	0	2	-5	-2
CN(C)c1nc(NN)nc(Nc2ccc(F)cc2)n1	-22	-1	-0.1	44	-5	21	4	2	0	2
Cc1ccccc1OCc1nnc(SCC(=O)Nc2ccc3nc(SCC(=O)Nc4ccccc4)sc3c2)n1C	-70	-7	0.3	27	0	15	3	0	-9	-2
COc1ccc2[nH]c(=O)c(CN(C(=O)NC3CCCCC3)C3CCCCC3)cc2c1	20	1	0.0	-9	14	28	0	2	0	7
COc1ccc([C@@H]2[C@@H]3C(=O)N(C(C)(C)C)C(=O)[C@@H]3[C@]3(C)C(=O)N(c4ccccc4)C(=O)N23)cc1	8	-25	-0.7	1	-2	2	-4	-1	0	-2
CCCOc1ccc(-c2nc(SCc3ccccc3)[nH]c(=O)c2C#N)cc1OC	28	-37	-0.9	40	-2	3	-4	-3	-2	-4
NC(=O)C1CCN(Cc2nc3cc(Cl)ccc3c(=O)[nH]2)CC1	14	0	-0.9	7	-27	25	-2	-14	10	6
CC12CCC(C/C1=N/OC(=O)c1cccc([N+](=O)[O-])c1)C2(C)C (centres undefined)	-14	-9	0.3	-10	5	12	-9	5	6	1
S=C(NCC1CCCO1)Nc1cccc2ccccc12 (centres undefined)	-28	-15	2.9	2	34	13	5	19	-4	-4
O=C(COc1ccc(Br)cc1)NCCNC(=O)c1ccccn1	1	-28	-0.3	-7	4	6	-1	2	13	0
COc1ccc(CCNC(=O)c2cc(Cl)nc3ccccc23)cc1	16	-22	0.1	3	35	-1	-7	-3	-2	-5
CC1CCN(c2ccccc2NC(=S)NC(=O)c2cccs2)CC1	8	-24	1.3	87*	1	16	-10	-8	9	-6
COC(=O)Nc1nnc(-c2ccccc2OC)s1	-59	-94	1.8	-4	30	12	6	18	-8	-7
Cc1cc(C)c(NC(=O)C(C)N2CCCCCC2)c(C)c1 (centres undefined)	-3	-41	-0.4	1	16	17	4	2	-2	-5
CCN(CC(=O)NCc1ccc(F)cc1)C(=O)c1oc2ccccc2c1C	20	-19	-0.3	-2	-2	9	3	7	-3	5
Cc1cc[n+]2cc(-c3cccc([N+](=O)[O-])c3)c(-c3cccc([N+](=O)[O-])c3)cc2c1	-6	-26	.	-1	1	28	2	5	-5	-3
NNC(=O)C1=NOC2COC3(CCN(c4ncccn4)CC3)OCC12 (centres undefined)	1	-33	-0.5	1	-13	11	-1	-9	-4	-9
CC1CN(C(=S)Nc2ccc(Cl)cc2)CC(C)O1 (centres undefined)	12	-24	0.1	0	17	22	2	2	1	-1
O=C(c1ccco1)N1CCN(c2c([N+](=O)[O-])nn(-c3ccc(Cl)cc3)[n+]2[O-])CC1	7	-13	-0.3	-1	-5	3	1	-1	-1	-2
CC(=O)Nc1cccn(Cc2c(Cl)cccc2Cl)c1=O	-10	-20	0.1	3	8	13	-9	5	3	0
CCOC(=O)Nc1ccc2c(c1)N(C(=O)CCN1CCN(CCO)CC1)c1ccccc1CC2	-10	-28	-0.4	-4	3	20	-3	-4	-2	1
Cc1ccc(-c2cc(C(F)(F)F)n3ncc(C(=O)N4CCCc5ccccc54)c3n2)cc1	-4	-35	-0.3	15	-22	31	4	-19	0	-4
CC1CC(N(C(=O)c2ccco2)c2ccccc2)c2ccccc2N1 (centres undefined)	-37	-11	-0.1	-1	16	-4	1	7	-6	-2
Cc1ccccc1NC(=O)CSc1cn[nH]n1	-3	10	-0.2	-2	-11	23	-4	1	1	0
O=c1[nH]c(NCCO)nc2ncn(Cc3ccccc3)c12	-6	-9	-0.7	-3	-2	16	4	-4	4	6
COC(=O)c1ccc(S(=O)(=O)c2ccccc2)c(N)c1	-10	-36	-0.4	3	-14	6	1	-8	0	-4
COc1ccc(S(=O)(=O)Nc2cc(C)c(O)cc2C(C)C)cc1	13	-20	-0.8	-16	43	24	-5	34	-10	-5
O=CN1CCN(C(=O)c2ccc(Br)o2)CC1	-31	-36	0.6	-2	-15	14	-4	-4	-4	-1
Cc1cccc(C)c1OCc1cc(C(=O)N2CC3C[C@@H]4CC2C[C@H](C3)C4)no1	-117	-145	3.7	17	27	12	5	26	4	0
Cc1cccc(OCC(=O)NC2CCCc3ccccc32)c1C (centres undefined)	10	4	-0.2	14	-5	2	-2	-5	-3	4
O=C(/C=C/Nc1ccc(F)cc1)c1cccs1	-115	-24	1.8	-6	65*	14	5	32	-24	-2
COc1ccc(-n2c(SCC(=O)Nc3sc4c(c3C#N)CCCC4)nnc2-c2ccc(O)cc2)cc1	26	-11	-0.5	32	36	26	-4	13	-2	3
O=c1[nH]c(=O)n(-c2ccccc2)c2c1C(C(F)(F)F)(C(F)(F)F)N=C(C1CCCCC1)N2	37	-14	0.0	-1	-1	13	4	-4	2	1
O=C(COc1ccc2ccccc2c1)NNC(=O)[C@@H]1CCCC[C@@H]1C(=O)O	2	-6	-0.4	0	-4	25	4	-5	2	2
O=C(Cc1cccs1)Nc1ccccc1F	-16	-15	0.5	8	7	-3	-5	-3	-6	-1
COCCNC(=O)C1CC2Cn3c(nc4cc(Cl)c(Cl)cc43)C2N1C (centres undefined)	6	.	-0.1	7	-9	17	.	0	4	.
COc1ccc(CCNC(=O)c2cc3c(C)nccc3[nH]c2=O)cc1OC	10	-12	0.1	-7	-3	7	1	-6	5	-5
c1ccc(CSc2nnc(-c3ccco3)n2Cc2ccco2)cc1	-107	-65	1.9	-6	80*	57	5	50	-6	2
O=C(c1ccc(Cl)cc1)n1c(NCc2ccccc2)n[nH]c1=S	-54	-27	1.2	-1	-1	14	0	6	8	-1
O=C(Oc1ccccc1-c1nnco1)c1ccc(Cl)cc1	13	-9	0.0	-12	-10	8	33*	-7	-6	4
Cc1cc(SCc2c(F)cccc2Cl)nc(=O)[nH]1	-9	-3	-0.1	3	8	56	-5	-2	-3	-3
O=C(/C=C/Nc1ccc(F)cc1)c1ccc(Br)cc1	-181	-13	1.8	-2	65*	30	-2	33	6	3
CCCS(=O)(=O)N1CCn2c(nc3ccccc32)C1	3	-8	0.1	-4	-5	23	3	-1	-3	-1
Cc1ccc2nc(SCC(=O)Nc3cc(C)on3)[nH]c2c1	-7	-6	0.1	1	8	5	8	-2	1	1
COc1ccc(NC(=O)c2cccc3c2C(=O)N(C2CCCCC2)C3)cc1	28	-3	-0.3	1	15	19	-5	0	-8	-6
Cc1ccc2c(c1)N=C(c1ccc(F)cc1)CO2	.	-8	.	.	.	3	-3	.	.	5
Cn1cc(/C=N\O)nc2c(=O)n(-c3ccccc3)c(=O)nc1-2	22	4	0.9	2	-10	20	1	-7	-6	2
Cc1nonc1C(=O)N/N=C/c1cccc(O)c1	-3	-12	-0.2	-3	13	25	5	9	57*	12
CC(=O)c1c(C)[nH]c(C(=O)OCC(=O)NCC(C)C)c1C	-9	-4	0.7	0	0	17	-1	-8	0	0

Continued.
SMILES	aSyn UTR inh	KLF5 inhibitor	HIF act	SKKanGAS inh	HSF-1 act	AI-2 QS mod	IEC-6 tox	HSF1 inhib	Platelet DG rel	HSP90 refold inh
CC(C)c1ccc(/C=C/C(=O)n2nnc3ccccc32)cc1	-6	-13	0.9	2	83*	3	4	47	-2	0
Cc1ccc2nc(NC(=O)CS(=O)(=O)Cc3ccccc3)sc2c1	-51	14	0.5	-2	-4	20	2	3	1	4
CS(=O)(=O)N(CC(=O)N1CCN(Cc2ccccc2)CC1)c1cccc(Cl)c1	13	-21	0.1	0	-11	22	4	3	-2	6
COc1ccc(CN(CC(=O)NCc2ccc(F)cc2)C(=O)CCC(=O)Nc2nccs2)cc1	-1	-21	-0.3	-1	20	10	-3	1	-2	2
Cc1cccc(C(C)C)c1-n1nnnc1-c1ccccc1	-15	-25	.	-2	11	-1	-13	4	1	2
OC(CN1CCCCC1)CN1CCCCC1	-16	-3	-0.1	-2	6	26	6	-8	1	4
COc1cccc(NC(=O)COc2ncnc3sc(C)c(C)c23)c1	8	-5	-0.5	4	-27	-76*	0	-9	-1	0
Brc1nc(Br)n(Cc2ccccc2)n1	-20	-5	-0.6	1	-4	9	-3	-6	8	0
COCc1cc(C)nc2sc(C(=O)N3CCCC3)c(N)c12	13	-13	-0.1	-3	9	14	-4	-4	-12	-2
CC(C)CC(=O)N1CCC(O)(CS(=O)(=O)Cc2ccccc2Cl)CC1	14	5	-0.1	4	-9	15	-7	-10	1	-1
O=C(CN1C(=O)C2C3C=CC(C3)C2C1=O)NCCN1CCCc2ccccc21 (centres undefined)	-4	5	3.4	-6	11	24	2	-5	0	-1
CCc1nnc(N/N=C/c2cccs2)n1N	15	-18	-3.8	0	28	32	94*	17	11	66*
CCN1CCN(CCC(=O)Nc2ccc(Br)c(C)c2)CC1	-10	-39	1.0	0	0	2	-8	6	2	0
O=C1CCCc2c1nc(-c1cccc(Cl)c1)n2O	5	-20	0.9	-3	.	-4	-3	.	-13	1
COc1cc([N+](=O)[O-])ccc1NC(=S)Nn1cnnc1	-4	-9	0.4	1	1	24	-4	2	5	2
COc1ccc(N2CCN(C(=O)C(=O)c3c(C)[nH]c4ccccc34)CC2)cc1	8	-6	0.8	-8	21	22	-2	2	-17	-1
O=C(COC(=O)COc1cccc2ccccc12)NCC(F)(F)F	-24	-15	0.5	-3	-2	19	-3	-4	0	0
Cc1ccccc1C(=O)N1CCc2ccccc2C1	-24	-6	0.7	-8	8	-2	6	3	-1	6
